Screens from PubChem.
CHRM4 agonist: agonists of human muscarinic M4 receptor (CHRM4); 360,000 compounds, 0.14% hits; CHO-K1 hM4/Gqi5, Fluo-8 calcium fluorescence; vehicle 0%, full acetylcholine response 100%; P08173; activation, % at 3 µM;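 active = activation above the run mean over all test wells plus 3 SD, cut at about 32% in these data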;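 note: peak over basal fluorescence ratio per well then scaled between controls; 0% = DMSO wells and 100% = acetylcholine at EC100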
Target sequence (P08173 whole entry, looked up): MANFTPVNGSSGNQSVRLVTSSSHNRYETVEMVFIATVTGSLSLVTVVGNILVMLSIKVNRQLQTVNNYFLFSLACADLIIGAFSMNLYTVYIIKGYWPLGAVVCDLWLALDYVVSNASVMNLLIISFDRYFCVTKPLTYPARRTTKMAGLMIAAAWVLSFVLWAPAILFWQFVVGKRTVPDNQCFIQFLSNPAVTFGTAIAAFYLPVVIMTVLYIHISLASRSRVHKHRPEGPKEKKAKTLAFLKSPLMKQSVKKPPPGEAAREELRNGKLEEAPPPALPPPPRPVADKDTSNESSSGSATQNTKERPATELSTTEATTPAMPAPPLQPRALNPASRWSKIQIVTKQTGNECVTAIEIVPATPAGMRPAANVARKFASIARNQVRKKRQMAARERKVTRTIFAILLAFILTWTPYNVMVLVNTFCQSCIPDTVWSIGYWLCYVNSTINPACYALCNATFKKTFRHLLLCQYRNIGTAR
CHRM1 PAM: positive allosteric modulators of human M1 muscarinic receptor | P11229 | activation, % at 3 µM | CHO-K1 hM1, Fluo-8 calcium fluorescence, ACh EC20; 0% = ACh EC20, 100% = maximal ACh | 360,000 compounds, 0.088% hits; in the data active = activation above about 19%, passing the limit was not always enough
Target sequence (P11229 whole entry, looked up): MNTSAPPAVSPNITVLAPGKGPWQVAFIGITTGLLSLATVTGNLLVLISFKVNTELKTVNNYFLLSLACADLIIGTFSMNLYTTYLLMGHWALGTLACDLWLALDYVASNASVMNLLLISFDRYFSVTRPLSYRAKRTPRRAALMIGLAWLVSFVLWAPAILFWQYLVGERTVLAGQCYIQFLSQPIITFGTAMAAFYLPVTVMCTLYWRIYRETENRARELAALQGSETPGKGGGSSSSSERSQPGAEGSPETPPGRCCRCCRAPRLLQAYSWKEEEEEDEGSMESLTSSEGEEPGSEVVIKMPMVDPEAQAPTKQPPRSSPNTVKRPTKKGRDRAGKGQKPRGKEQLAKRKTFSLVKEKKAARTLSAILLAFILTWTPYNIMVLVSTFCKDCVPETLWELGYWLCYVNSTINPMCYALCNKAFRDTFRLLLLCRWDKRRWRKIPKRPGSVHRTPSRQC
CHRM1 agonist: human M1 muscarinic receptor agonism; P11229; 360,000 compounds, 0.33% hits; CHO-K1 hM1, Fluo-8 calcium fluorescence, agonist mode; 0% DMSO, 100% acetylcholine EC100; activation, % at 3 µM;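 active = activation above the run's mean compound activation plus 3 SD, cut at about 16% in these data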;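 note: peak over basal fluorescence ratio within a 140 s kinetic read after compound addition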
CHRM1 antagonist: antagonists of human M1 muscarinic receptor | inhibition, % at 3 µM | P11229 | 360,000 compounds, 1.3% hits | CHO-K1 hM1, Fluo-8 calcium fluorescence, ACh EC80 antagonist;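 active = percent inhibition above its own plate's cutoff, namely the mean of that plate's compound wells plus 3 SD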;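 note: peak over basal fluorescence ratio during 140 s after agonist addition; 0% = ACh EC80 plus DMSO and 100% = DMSO alone without agonist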
TAAR1 agonist: human TAAR1 agonism; CHO RD-HGA16 TAAR1, Fluo-8 calcium fluorescence; vehicle wells 0%, saturating PEA agonist 100%; activation, % at 3 µM; 360,000 compounds, 0.99% hits; AID 624467;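 active = activation above the mean activation of all test compounds in the run plus 3 SD, cut at about 38% in these data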
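Benchmarks: low control DMSO, high control PEA (EC100); System: CHO RD-HGA16 cells carrying human TAAR1 plus Gα16; Detection: Fluo-8 fluorescence, 5 s baseline then 140 s kinetic read; Schedule: 17-24 h plating, Fluo-8 75 min 37 °C, 30 min RT; Read-out basis: % activation from peak over basal fluorescence ratio, DMSO-to-PEA scaled.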
CHRM4 antagonist: blocks acetylcholine activation of human M4 receptor | P08173 | CHO-hM4 cells, ACh EC80, Fluo-8 calcium fluorescence | inhibition, % at 3 µM | 360,000 compounds, 0.73% hits;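 active = inhibition above its plate's cutoff, the mean inhibition of sample wells plus 3 SD, cut at about 27% in these data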;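 note: 0% = acetylcholine EC80 with DMSO and 100% = DMSO without agonist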
M5 antag: blocks acetylcholine activation of human M5 receptor; P08912; inhibition, % at 3 µM; 360,000 compounds, 0.59% hits; CHO-hM5 cells, Fluo-8 calcium fluorescence, ACh EC80; AID 624040;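 active = inhibition above a per-plate cutoff, the mean of that plate's test compounds plus 3 SD, cut at about 27% in these data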;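 note: 0% = acetylcholine EC80 with DMSO and 100% = DMSO without agonist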
CHRM5 agonist: CHRM5 agonism in calcium assay | 360,000 compounds, 0.19% hits | AID 624037 | P08912 | activation, % at 3 µM | CHO-K1 hM5 cells, Fluo-8 calcium fluorescence; 0% DMSO wells, 100% maximal acetylcholine response;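 active = activation above the run's mean over test compounds plus 3 SD, cut at about 23% in these data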;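 note: signal is peak over basal fluorescence ratio across the kinetic read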
M5 PAM: potentiates acetylcholine response at human M5 receptor. P08912. CHO-K1 hM5, Fluo-8 calcium, ACh EC20 PAM; 0% = ACh EC20, 100% = ACh EC100. activation, % at 3 µM. 360,000 compounds, 0.3% hits. AID 624038;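 active = activation above the run cutoff, the mean activation of all test compounds plus 3 SD, cut at about 18% in these data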
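Assay system: CHO-K1 hM5 cells. Also added: acetylcholine at EC20 concentration, added after compound. Dosing: 3 µM, single dose. Times: compound preincubation 140 s before EC20 acetylcholine addition. Signal: Fluo-8 calcium fluorescence. Measure: % activation relative to EC20 and EC100 ACh responses. Repeats: singlicate, one well per test compound.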
* = called active by the depositor; / = no result given.

#	Molecule	CHRM4 agonist	CHRM1 PAM	CHRM1 agonist	CHRM1 antagonist	TAAR1 agonist	CHRM4 antagonist	M5 antag	CHRM5 agonist	M5 PAM
1	CC(C)(O)C(=O)NN(C(=O)c1ccccc1)c1ccc2ccccc2c1	0	-1	0	-27	/	-9	1	-4	3
2	C(CCCN1CCCCC1)CCN1CCCCC1	1	9	-6	-14	0	2	12	-4	-1
3	CCCCn1c(N)c(N(CCOC)C(=O)CSc2nnc(C)n2-c2ccc(OC)cc2)c(=O)[nH]c1=O	0	5	-4	-5	0	-11	1	-4	0
4	CC1(C(=O)Nc2nccs2)CCN1C(=O)C1(c2ccccc2)CC1 (stereo unspecified)	1	3	-6	-15	1	-8	-7	0	0
5	C[C@H](C(O)c1ccccc1)N(C)C(=O)CN (stereo partly specified)	0	14	-2	-16	8	-11	13	2	-1
6	COc1ccc(S(=O)(=O)Nc2ccccc2C(=O)N2CCOCC2)cc1OC	1	9	-1	-9	0	4	-5	1	8
7	O=c1[nH]c(NCc2ccccc2)nc2c1CCCC2	-1	8	-5	3	14	-3	2	1	2
8	Cc1sc(-n2cccc2)c(C(=O)O)c1C	9	7	1	-3	-1	10	5	1	9
9	COc1ccc(CC(=S)N2CCOCC2)cc1	1	11	1	-13	0	-3	-4	-4	7
10	CC1CN(c2nc3ccccc3nc2NS(=O)(=O)c2ccccc2)CC(C)O1 (stereo unspecified)	3	-1	0	-6	2	8	2	6	1
11	COc1ccc(CCN(C)C(=O)c2oc3ccccc3c2C)cc1OC	1	8	-2	-10	0	2	0	1	-5
12	COc1ccc(Cl)cc1S(=O)(=O)NC(C)C(=O)NCc1ccc2c(c1)OCO2 (stereo unspecified)	3	13	-5	-17	4	-1	10	-3	-3
13	COc1ccc(-c2[nH]ncc2-c2cscn2)c(O)c1	2	13	-6	-9	1	2	-2	-1	7
14	CCOC(=O)CNC(=O)CSc1nc(N)cc(N)n1	0	13	1	-12	2	8	-3	1	3
15	O=C(c1ccccc1)c1sc(Nc2ccc3c(c2)OCO3)nc1-c1ccccc1	3	-2	-1	-29	2	-11	-7	1	-12

The closing four compounds of the section before lead into the next.
#	Molecule	CHRM4 agonist	CHRM1 PAM	CHRM1 agonist	CHRM1 antagonist	TAAR1 agonist	CHRM4 antagonist	M5 antag	CHRM5 agonist	M5 PAM
12	COc1ccc(Cl)cc1S(=O)(=O)NC(C)C(=O)NCc1ccc2c(c1)OCO2 (stereo unspecified)	3	13	-5	-17	4	-1	10	-3	-3
13	COc1ccc(-c2[nH]ncc2-c2cscn2)c(O)c1	2	13	-6	-9	1	2	-2	-1	7
14	CCOC(=O)CNC(=O)CSc1nc(N)cc(N)n1	0	13	1	-12	2	8	-3	1	3
15	O=C(c1ccccc1)c1sc(Nc2ccc3c(c2)OCO3)nc1-c1ccccc1	3	-2	-1	-29	2	-11	-7	1	-12
16	CCC(C(=O)NCCCN1CCN(CCCNC(=O)C(CC)c2ccccc2)CC1)c1ccccc1 (stereo unspecified)	0	10	-6	-14	-2	2	-7	-14	-1
17	CCCNC(=O)C(Sc1ccccc1)c1ccccc1 (stereo unspecified)	-1	2	-7	2	-1	-12	-5	-4	-2
18	O=C(Nc1ccc2c(c1)CCC2)C1CCCN(c2ncccn2)C1 (stereo unspecified)	0	10	-7	-11	11	2	5	-8	-4
19	C#CCOCCOCCOCCNc1nc(N2CCOCC2)nc(N2CCN(C(=O)[C@H](Cc3ccc(O)cc3)n3cc(CCO)nn3)CC2)n1	-2	3	-4	-5	8	-5	5	4	-3
20	Cc1ncsc1C(=O)N1CCCC(C(=O)c2ccc3ccccc3c2)C1 (stereo unspecified)	5	5	-4	-8	4	-3	-1	0	4
21	CCn1c(SCC(=O)N2CCCC2)nc2ccccc21	0	-2	-5	6	1	4	7	0	-5
22	Cn1c(=O)n(-c2cccc(Cl)c2)c(=O)n1C	1	7	-3	-15	5	40*	3	1	0
23	O=C(NC1CCCCC1)C1c2ccccc2OCC(=O)N1Cc1cccnc1 (stereo unspecified)	1	/	/	/	1	3	-4	0	1
24	CSC1=NC(=O)/C(=C/c2ccc(SC)cc2)S1	17	-8	-1	18	-1	6	7	6	-11
25	CCOc1ccccc1NC(=O)C1CCN(C(=O)C2CC(=O)N(c3ccc(C)cc3)C2)CC1 (stereo unspecified)	0	15	-4	-11	-5	0	5	-2	1
26	COCC1CCCCN1Cc1cn[nH]c1-c1ccc(OC)cc1OC (stereo unspecified)	8	4	-8	-7	1	-12	8	-4	-7
27	COc1cc(C(=O)n2nc(C)cc2C)cc(OC)c1OC	0	14	-3	-17	9	3	-4	-1	4
28	COc1ccc(NC(=O)C2CC(=O)N(c3ccccc3F)C2)cc1S(=O)(=O)N1CCCCC1 (stereo unspecified)	0	0	-2	-9	2	-3	0	1	-2
29	Cc1ccc(-c2c(C(=O)N3CCOCC3)oc(=O)c3ccccc23)cc1	1	16	6	-19	4	-6	-1	0	-3
30	C/C(=N\NC(=O)C1CC1)c1ccc(C(C)(C)C)cc1	1	7	5	4	-2	5	-34	0	17
31	Clc1ccc(COc2ccccc2CNCc2cccnc2)cc1	3	-14	-6	6	25	15	9	-3	-14
32	c1cnc2ncc3sccc3c2c1	1	8	-7	-3	6	-3	1	1	-1
33	O=C(CN1C(=O)c2ccccc2S1(=O)=O)NCc1ccc(F)cc1	2	7	4	-11	1	0	7	-1	-2
34	CSCC[C@H](NC(=O)N1CCn2c1nc1ccccc12)C(=O)NCc1ccc(C)cc1	5	-3	-4	-6	0	-12	0	-5	-7
35	CC(C)CCn1c(CN2CCN(C(=O)c3ccco3)CC2)nc2c1c(=O)n(C)c(=O)n2C	2	-3	-4	6	1	-2	2	1	0
36	CCOC(=O)/C=C/C(=O)Nc1ccc(Oc2ccccc2)cc1	13	-11	-3	28	0	20	36*	-3	-26
37	COc1cccc(C2C(C#N)=C(N)OC(C(C)(C)C)=C2C#N)c1 (stereo unspecified)	0	8	-4	-9	0	9	1	-3	-1
38	Cc1ccccc1Nc1nc(Nc2ccccc2C)nc(SC2=NCCS2)n1	-2	-6	-7	2	3	-30	-7	-2	-6
39	CC(=O)Nc1cccc(C(=O)OCC(=O)Nc2ccc(Cl)cn2)c1	10	-3	0	5	18	-17	1	4	-12
40	CCN(CC)CC#CC(C)OCOCC#CCOC (stereo unspecified)	1	-1	14	-8	2	-6	0	-1	0
41	CCOc1ccc(Nc2nc(N)nc(CN3CCN(c4ccccc4F)CC3)n2)cc1	7	9	-4	-8	10	-3	4	-1	-5
42	N#CCCN(C(=O)CSc1nc2nc(-c3cccs3)cc(C(F)(F)F)c2c(=O)[nH]1)c1ccccc1	0	0	-3	5	1	2	11	1	-4
43	O=[N+]([O-])c1ccc(-n2nncc2-c2ccc(Cl)cc2)cc1	1	6	-7	-1	1	1	-3	2	12
44	O=C(Nc1ccc(Cc2ccncc2)cc1)c1cccs1	7	8	0	-7	2	-13	-4	0	0
45	Cc1cccc(-n2ccc(=O)c(C(=O)Nc3ccc(S(=O)(=O)Nc4nccc(C)n4)cc3)n2)c1	1	5	-4	-3	0	2	6	-2	-1

Results in sequence from above.
Compounds 35 to 39 in TAAR1 agonist: 1, 0, 0, 3, 18
Compounds 35 to 39 in CHRM5 agonist: 1, -3, -3, -2, 4
Compounds 35 to 39 in M5 PAM: 0, -26, -1, -6, -12

Further results:
#	Molecule	CHRM4 agonist	CHRM1 PAM	CHRM1 agonist	CHRM1 antagonist	TAAR1 agonist	CHRM4 antagonist	M5 antag	CHRM5 agonist	M5 PAM
46	Cc1cccc(NC(=O)CSc2nc3ccc(N4C(=O)c5ccccc5C4=O)cc3s2)c1C	0	5	-6	-2	4	11	-11	0	-1
47	CCN(CC)Cc1c(O)c(Cl)cc2c3c(c(=O)oc12)CCCC3	0	4	-5	0	15	10	-3	0	3
48	Cc1c2c(nc3ccccc13)OCC2	6	5	-4	-12	13	-2	8	4	-1
49	CCOc1cc(/C=N/NC(=O)c2ccncc2)cc(Cl)c1OS(C)(=O)=O	4	-3	-3	0	4	0	-2	0	-3
50	Cc1sc(NC(=O)c2ccco2)c(C(c2cccnc2)N2CCN(C)CC2)c1C (stereo unspecified)	1	9	-6	-5	11	-3	-8	-7	2
51	CCC(C)(C(=O)NC1CCCCC1)N(C(=O)c1ccccn1)c1ccc(C)cc1 (stereo unspecified)	0	9	1	-9	12	5	1	-11	-1
52	Cc1ccc(C(=O)NC(=S)Nc2ccc(NC(=O)c3cccs3)cc2)cc1[N+](=O)[O-]	1	11	-5	-9	9	2	-5	1	1
53	CCc1ccc(CCC(=O)Nc2ccc(S(N)(=O)=O)cc2)o1	-2	3	-1	4	3	10	-3	1	1

Part of the list above, showing only TAAR1 agonist and CHRM1 agonist.
cpd	Compound	TAAR1 agonist	CHRM1 agonist
47	CCN(CC)Cc1c(O)c(Cl)cc2c3c(c(=O)oc12)CCCC3	15	-5
48	Cc1c2c(nc3ccccc13)OCC2	13	-4
49	CCOc1cc(/C=N/NC(=O)c2ccncc2)cc(Cl)c1OS(C)(=O)=O	4	-3

Not all compounds are listed. The share of hits here may be higher or lower than overall.
